ALOX12 inh – blocks human arachidonate 12S-lipoxygenase; purified 12hLO, xylenol orange hydroperoxide absorbance; Potency, µM (titrated, usually from 108 µM), inactives show top-dose activity change, negative = inhibition, hits mostly inhibitors; actives 1.1% (n = 580,000); further: potency means the concentration at half of the fitted maximal effect; on the % scale 0 is the no-effect control and ±100 the full control effect
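Purified human 12hLO at 150 nM in 25 mM Hepes, 0.01% Triton X-100, pH 7.0, preincubated 15 min at room temperature with compound. Reaction started with 40 uM arachidonic acid, 30 min at room temperature. Hydroperoxide measured by Fe-xylenol orange, 573/405 nm absorbance ratio.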
JMJD2A Tudor – JMJD2A Tudor domain (human) inhibition; AID 504339; actives 4.4% (n = 390,000); Potency, µM (series often up to 114 µM), inactives show at the top dose activity change, negative = inhibition, hits mostly inhibitors; AlphaScreen JMJD2A-Tudor / H3K4me3 peptide binding; further: potency means the concentration at half of the fitted maximal effect; on the % scale 0 is the no-effect control and ±100 the full control effect; nearly all actives have a fitted effect of over 50% in size
PI4K2A inh – PI4K2A (human) kinase inhibition; Q9BTU6; purified PI4K2A, ADP-Glo luminescence, 1 h; hits give low values; activity change, negative = inhibition, % at 76.9 µM; actives 0.13% (n = 420,000); AID 1346378; in the data active means activity change below about -50%; inconclusive means mostly about -30% to -49%;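 further: -100% = wells without enzyme as full effect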
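PI4K2A activity was measured by ADP-Glo luminescence: enzyme (4 ug/mL stock) and phosphatidylinositol (1.2 mM stock) in Tris pH 7.5/MgCl2/EGTA/Triton X-100 buffer were reacted with ATP (300 microM stock) for one hour at ambient temperature.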
HP1b binding inh – inhibitors of HP1-beta chromodomain binding to methylated histone tails; actives 0.56% (n = 390,000); AlphaScreen HP1-beta / biotin-H3K9me3 peptide binding; P83916; AID 540317; Potency, µM (doses to about 114 µM), for the others: top-dose activity change, negative = inhibition, usual class: inhibitors; further: potency means the concentration at half of the fitted maximal effect; nearly all actives have a fitted effect of over 70% in size; inactives centre near 23
Target sequence (P83916 whole entry, looked up): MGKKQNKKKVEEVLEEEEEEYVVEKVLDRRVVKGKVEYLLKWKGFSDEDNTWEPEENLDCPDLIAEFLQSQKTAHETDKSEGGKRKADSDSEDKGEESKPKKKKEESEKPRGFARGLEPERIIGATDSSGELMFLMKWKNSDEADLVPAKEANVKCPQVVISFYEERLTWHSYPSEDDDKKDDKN
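HP1-beta protein (50 nM final) preincubated 30 min at room temperature with biotinylated H3(1-18)K9me3 peptide (50 nM) in PBS pH 7.4, 0.01% Tween-20, then compound added for 30 min. AlphaScreen streptavidin donor/nickel chelate acceptor beads (10 ug/mL final), 30 min dark, luminescence read.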
G9a inh – inhibitors of human histone lysine methyltransferase G9a; G9a H3K9 monomethylation, AlphaScreen, 2 h; actives 8.8% (n = 350,000); AID 504332; Potency, µM (doses to about 102 µM), for the others: at the highest dose activity, negative = inhibition, usual class: inhibitors; further: potency means the concentration at half of the fitted maximal effect; on the % scale 0 is the no-effect control and ±100 the full control effect; nearly all actives have a fitted effect of over 75% in size
Target sequence (Q96KQ7 913-1193 limits assumed): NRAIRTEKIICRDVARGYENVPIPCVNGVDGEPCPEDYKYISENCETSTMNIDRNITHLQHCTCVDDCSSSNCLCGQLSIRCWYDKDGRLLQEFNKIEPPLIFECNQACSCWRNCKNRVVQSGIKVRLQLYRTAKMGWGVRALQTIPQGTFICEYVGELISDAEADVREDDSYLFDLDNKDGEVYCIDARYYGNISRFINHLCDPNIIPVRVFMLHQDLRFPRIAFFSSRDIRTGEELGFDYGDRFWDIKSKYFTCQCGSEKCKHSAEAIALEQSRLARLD
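Compounds were preincubated with 20 nM G9a for 15 min, after which biotinylated H3K9 peptide (500 nM) and SAM (20 uM) started a 2 h room-temperature reaction. Monomethylated product was quantified by antibody-based AlphaScreen chemiluminescence.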
ERG Ets-DNA blk – inhibitors of human ERG Ets domain-DNA interaction. fluorescence polarization, His-ERG Ets domain / labelled DNA. actives 0.028% (n = 370,000). Potency, µM (highest dose often 76.9 µM), for the others: at the highest dose FP activity, negative = inhibition, hits mostly inhibitors. P11308; active means well fitted inhibition curve with a large enough effect in the polarisation, with a control signal flat; inconclusive means small, poorly fitted or top-dose-only effect, or effect the other way, or a change in a side signal; inactive means no such curve, though single readings can be large or run the other way; the % refers to the polarisation;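 further: polarization taken with two DNA probes labelled with fluorescein and Texas red; potency means the concentration at half of the fitted maximal effect; % of control where 0% means no effect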
Target sequence (P11308 whole entry, looked up, the tested form may be a part): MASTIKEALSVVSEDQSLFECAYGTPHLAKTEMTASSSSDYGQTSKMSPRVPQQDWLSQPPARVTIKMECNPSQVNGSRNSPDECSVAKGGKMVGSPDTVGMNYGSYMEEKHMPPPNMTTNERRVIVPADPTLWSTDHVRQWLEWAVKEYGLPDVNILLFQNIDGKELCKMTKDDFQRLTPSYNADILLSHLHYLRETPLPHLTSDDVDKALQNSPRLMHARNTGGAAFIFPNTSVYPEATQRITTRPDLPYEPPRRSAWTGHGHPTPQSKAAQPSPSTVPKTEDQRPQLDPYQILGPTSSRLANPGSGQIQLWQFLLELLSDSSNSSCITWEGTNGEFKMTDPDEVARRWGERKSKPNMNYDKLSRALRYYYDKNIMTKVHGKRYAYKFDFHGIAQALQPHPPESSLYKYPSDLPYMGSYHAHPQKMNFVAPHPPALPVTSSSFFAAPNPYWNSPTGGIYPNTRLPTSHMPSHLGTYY
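His-tagged ERG Ets domain (1 uM in the protein solution; 300mM KCl, 50mM Tris-HCl, 1mM EDTA, 1mM DTT, pH 7.5) received compound, then a probe mix of 5 nM fluorescein-DNA and 100nM Texas-615-DNA. Fluorescence polarization was read for both dyes.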
BAZ2B block – BAZ2B (human) inhibition; Q9UIF8; AlphaScreen BAZ2B-H3K14Ac peptide displacement; Potency, µM (titrated, usually from 114 µM), without a hit: top-dose activity change, negative = inhibition, actives largely listed as inhibitors; actives 4.4% (n = 360,000); further: potency means the concentration at half of the fitted maximal effect; on the % scale 0 is the no-effect control and ±100 the full control effect; nearly all actives have a fitted effect of over 60% in size
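BAZ2B 50 nM plus b-H3(5-23)K14Ac 50 nM, PBS pH 7.4/0.01% Tween-20, 30 min RT; compound added (max 110 uM), 30 min RT; streptavidin donor/Ni-chelate acceptor beads 10 ug/mL final, 20 min dark; AlphaScreen read.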
RGS4 inhibitor – inhibitors of human regulator of G protein signaling 4; Transcreener GDP fluorescence polarization, RGS4-accelerated GTP hydrolysis; actives 0.039% (n = 390,000); Potency, µM (highest dose often 114 µM), for inactives: top-dose activity change, negative = inhibition, actives largely listed as inhibitors; AID 504845; further: potency means the concentration at half of the fitted maximal effect; on the % scale 0 is the no-effect control and ±100 the full control effect; nearly all actives have a fitted effect of over 75% in size; some results filed as inactive show a strong effect at the top dose
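MLSMR compounds (23 nl, pin-transferred) preincubated 10 min at room temperature with a 500nM (2x) first reagent, then RGS4 at 900nM (2x) plus Transcreener GDP mix added; fluorescence polarization (620/688 nm) read before and after 90 min at 30 °C.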
GLS inhibitor – blocks human kidney-isoform glutaminase activity; O94925; GLS enzymatic activity, qHTS titration; Potency, µM (highest dose often 45.5 µM), for the others: at the top dose activity change, negative = inhibition, hits mostly inhibitors; actives 0.21% (n = 410,000); AID 624170; further: potency means the concentration at half of the fitted maximal effect; on the % scale 0 is the no-effect control and ±100 the full control effect
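Read-out is an Amplex red fluorescence increase coupled through glutamate oxidase and HRP, measured before and after 30 min room-temperature incubation. hKGA is in 45 mM KH2PO4 (pH 8.2) with 0.02% Tween-20; glutamine added as 1mM solution.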
Starred values were filed as active, the others as inactive; ? = inconclusive; nt = not tested or not shown; & = joins results of further samples; [ ] = dose if it differs, or a comment. Unless noted, the call rests on the fitted dose curve; in most records, active means well fitted curve in the direction sought with a large enough effect; inconclusive means small, poorly fitted or top-dose-only effect, or another doubt; inactive means no such curve, though single readings can be large; an effect the other way counts as inactive or inconclusive. Not all compounds are listed. The share of hits here may be higher or lower than overall.

SMILES	ALOX12 inh	JMJD2A Tudor	PI4K2A inh	HP1b binding inh	G9a inh	ERG Ets-DNA blk	BAZ2B block	RGS4 inhibitor	GLS inhibitor
CCc1cccc(C)c1NS(=O)(=O)c1ccc2c(c1)NC(=O)C(C)C(=O)N2 (configuration not stated)	-19%	-17%	0	36%	-26%[59 µM]	0%	5%	-3%	5%
COc1cc(CCC(=O)OCC(=O)Nc2c(C)cccc2C(C)C)cc(OC)c1OC	29%	-12%	3	17%	31%[59 µM]	-3%	-1%	9%	8%
O=C(O)/C(=C\c1ccc(Cl)c([N+](=O)[O-])c1)c1ccc(S(=O)(=O)N2CCCC2)s1	18µM*	?	-6	-2%	-4%[2.33 µM]	2%	56µM*	-19%	4%
Cc1nc(NC(=O)c2c(-c3ccccc3)c(-c3ccccc3)nn(C)c2=O)sc1C	?	?	-1	-22%	?	-3%	-35%	-22%	1%
CSc1nc2ccc(N3C(=O)C4CCCCC4C3=O)cc2s1 (configuration not stated)	22%	-23%	-17	-2%	8%	8%	7%	-35%	-10%
Cc1ccc(N2CC(C(=O)OCC(=O)c3ccc([N+](=O)[O-])cc3)CC2=O)cc1 (configuration not stated)	0%	-13%	4	16%	?	8%	-2%	-1%	-2%
Cc1ccc(CNC(=O)CSCc2ccc(F)cc2)cc1	3%&-24%	-1%&-10%	-13&-6	29%&19%	30%&7%[activator][59 µM]	?	2%&16%	-6%&3%	-4%&3%
CCCCNC(=O)[C@H]1N2C(=O)c3c(ccc(OC)c3OC)C2SC1(C)C (some centres not stated)	87%[activator]	-6%	4	69%[activator]	26%	10%	-3%	-51%	-6%
CCc1ccc(C(=O)COC(=O)C(CCSC)NC(=O)C23CC4CC(CC(C4)C2)C3)cc1 (configuration not stated)	1%	-12%	6	28%	19%[59 µM]	-9%	0%	7%	-2%
O=c1cc(-c2cc3ccccc3o2)c2cc(O)ccc2o1	?	-25%	4	29%	-3%	-2%	?	-5%	-14%
O=C(CN1CCN(Cc2ccc3c(c2)OCO3)CC1)Nc1ccc2c(c1)OCCO2	465%[activator]	-21%	1	8%	-3%[12.7 µM]	-4%	0%	-3%	10%
COC(=O)C1(CCSC)NC(c2ccccc2F)C2C(=O)N(c3ccc4c(c3)OCCO4)C(=O)C21 (configuration not stated)	17%	-26%	4	4%	-35%	-13%	-27%	24%	6%
Cc1cc(/C=C(/C#N)C(=O)Nc2ccc(Cl)cc2)c(C)n1-c1cccnc1	-2%	-12%	3	9%	23%[59 µM]	4%	11%	28%	0%
CNC1(C(N)=O)CCN(Cc2ccccc2)CC1	-21%	-5%	0	17%	nt	9%	nt	2%	-7%
CCC(C)(C(=O)NC1CCCCC1)N(C)C(=O)c1ccccn1 (configuration not stated)	?	-17%	1	6%	?	-8%	13%	7%	-4%
COc1ccc(S(=O)(=O)N(C)CC(=O)Nc2ccc3c(c2)OCO3)cc1OC	25%	-26%	-7	25%	?	8%	-29%	-3%	0%
CCOc1ccc(C(C(=O)NC2CCCC2)N(CCCO)C(=O)c2ccc(-c3ccccc3)[nH]2)cc1 (configuration not stated)	-12%	?	-2	-17%	50µM*	-2%	?	32%	0%
Cc1ccc(C2CC(=O)Oc3cc(C)c(Br)c(C)c32)cc1 (configuration not stated)	10%	22%	3	115%[activator]	33%	4%	nt	-20%	-2%
CC1CCCN(S(=O)(=O)c2cc(C(=O)NCCc3ccc(S(N)(=O)=O)cc3)ccc2Cl)C1 (configuration not stated)	56%[activator]	-27%	10	33%	nt	-6%	nt	2%	-3%
CCOC(=O)c1ccc2c(c1)N(CC(=O)N(C)c1ccccc1)C(=O)c1ccccc1S2	-21%	-35%	6	0%[57 µM]	11%[59 µM]	2%	-28%	21%	-14%
CCOc1cc(/C=C(/C#N)c2ccc(F)cc2)ccc1OCc1ccc(C(=O)O)o1	0%	-28%	-5	10%	-7%	1%	-5%	?	-3%
COC(=O)CN1C(c2ccccc2)=Nc2ccc(Cl)cc2C1c1ccccc1 (configuration not stated)	-4%	-2%	-8	19%	nt	-3%	-8%	45%	nt
CCC1(c2ccc(F)cc2)NC(=O)N(CC(=O)N2CCOCC2)C1=O (configuration not stated)	0%	-10%[57.1 µM]	-1	19%	26%	4%	6%	11%[11.4 µM]	-1%
COc1ccc(N2CC(NC(=O)c3ccc(S(=O)(=O)N4CCOCC4)cc3)CC2=O)cc1OC (configuration not stated)	-4%	2%	2	24%	-4%[59 µM]	-3%	-3%	4%	8%
CCN(CC)S(=O)(=O)c1ccc2c(c1)c(=O)c(C(=O)NCCc1ccccc1)cn2C	-2%&-7%	-27%&-17%	3&0	-1%&24%	-14%[2.33 µM]	?	2%	-10%[56.9 µM]	-2%&3%
CC1(C)Cc2c(oc3ncn4ncnc4c23)CO1	?	-13%	6	17%	-12%[59 µM]	1%	8%	-6%	6%
CCOC(=O)C(C(=O)OCC)C(C(=O)OCC)N1CCOCC1 (configuration not stated)	25%	?	-1	?	1.6µM*	1%	2%	-43%	12%
Cc1nn(-c2ccccc2)c(C)c1NC(=O)COc1cc(F)ccc1[N+](=O)[O-]	?	-11%	-2	22%	nt	1%	nt	12%	2%
CCc1ccccc1NC(=O)CC(c1ccc(F)cc1)N1Cc2ccccc2C1=O (configuration not stated)	-29%	-15%	1	45%[activator]	0%[59 µM]	-9%	-12%	-15%	5%
COc1cc(Nc2cc(C)nc3nc(C)nn23)cc(OC)c1OC	-82%	-11%	-1	96%[activator]	?	7%	10%	-21%	13%
Cc1ccc(S(=O)(=O)N(CC(=O)O)c2ccc(Cl)c(C(F)(F)F)c2)cc1	-12%	-10%	1	26%	?	1%	-13%	-21%	23%
COc1cccc(C(N)=O)c1	19%	-22%	9	-4%	nt	-4%	nt	-11%	0%
Cc1ccc(S(=O)(=O)N2CCCCC2)cc1C(=O)N1CCCC1	-2%	-12%	30	7%	nt	12%	-1%	0%	7%
COc1ccc(-c2[nH]ncc2/C=N\NS(=O)(=O)c2ccccc2)cc1OC	-12%	-9%	11	23%	50µM*	7%	-8%	-12%	16%
Cc1ccc(-c2cc(=O)c3ccc(F)cc3[nH]2)cc1	-13%	?	-6	2%	11%[12.7 µM]	-5%	-14%	14%	1%
CC(C)c1ccc(NC(=O)Cn2nnc(C(=O)NCCc3ccccc3)c2N)cc1	0%	?	-12	16%	-34%[59 µM]	-4%	8%[57.1 µM]	2%	-15%
Cc1ccc2nc3c(cc2c1)CN(Cc1ccco1)C(=NCC1CCCO1)S3 (configuration not stated)	0%	56µM*	6	?	?	-4%	-9%	?	19%
CC(C)Oc1ccc(C(CC(=O)NCc2ccco2)c2ccccc2)cc1 (configuration not stated)	12%	-18%	-1	16%	-1%	8%	-27%	-3%	3%
CCNc1nc(SCCOc2ccccc2)nc(N(C)C)n1	-25%	101%[activator]	7	166%[activator]	53%[activator][59 µM]	2%	84%[activator]	-35%	0%
CCOc1ncccc1C(=O)OC(C)C(=O)NC(=O)NC1CCCCC1 (configuration not stated)	-1%	5%	-3	46%[activator]	1%	-8%	-4%	20%	4%

Quoted from the listing.
`CCOc1cc(/C=C(/C#N)c2ccc(F)cc2)ccc1OCc1ccc(C(=O)O)o1` – G9a inh = -7%
`CC(C)c1ccc(NC(=O)Cn2nnc(C(=O)NCCc3ccccc3)c2N)cc1` – ALOX12 inh = 0%

Other records follow.
SMILES	ALOX12 inh	JMJD2A Tudor	PI4K2A inh	HP1b binding inh	G9a inh	ERG Ets-DNA blk	BAZ2B block	RGS4 inhibitor	GLS inhibitor
CCOC(=O)C(=CNc1ccc(O)c(C(=O)OC)c1)C(=O)OCC	?	-15%	2	51%[activator]	nt	-15%	nt	-3%	27%
CCc1ccc(CNC(=O)CCC(=O)N2Cc3cccc(OC)c3Oc3ncccc32)cc1	1%&-19%	-8%&-6%	3&0	22%[57 µM]	4%&11%[59 µM]	-14%&2%	-4%	12%&8%	1%&4%
COc1ccc(CCC(=O)OCC(=O)Nc2ccccc2)cc1	14%	-13%	7	-7%	-12%	0%	10%	0%	4%
Cc1ccc(-n2ncc3c(N4CCC(C)CC4)ncnc32)cc1C	-14%	26%	-3	80%[activator]	23%[59 µM]	-1%	50%[activator]	1%	-1%
COC(C(=O)N/N=C(\C)CC(=O)Nc1ccc(N(C)C)cc1)c1ccccc1 (configuration not stated)	19%	-26%	-2	11%	16µM*	-4%	-21%	-22%	15%
CCOC(=O)C1C(C(=O)OC)=C(C(=O)OC)c2ccccc2N1S(=O)(=O)C(F)(F)F (configuration not stated)	?	-25%	0	63%[activator]	-5%[59 µM]	-13%	nt	1%	1%
CCN(CCCNC(=O)CSc1cc(=O)n(CC)c2ccccc12)c1ccccc1	-7%	50µM*	-3	?	?	-1%	?	-5%	35%[activator]
O=C(CSc1nnc(-c2cccnc2)n1C1CCCCC1)NC1CCCCC1	-17%	-4%	3	17%	-8%	-3%	10%	27%	0%
O=S(=O)(Nc1cccc(C(F)(F)F)c1)c1ccc(-c2cnc(C3CC3)o2)cc1	?	-21%	-3	24%	-4%[59 µM]	-3%	-8%	17%	3%

High-throughput results (PubChem)
